EWS-Fli block = EWS/Fli transcriptional activity inhibition. A673 NR0B1-luciferase reporter, viability-normalised. inhibition, % at 12.6 µM. hit rate 0.67% among 350,000. AID 651661;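 active = mean inhibition of at least 50% after viability correction, with every replicate also passing that limit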;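 also: firefly luciferase signal divided by Alamar Blue viability fluorescence both relative to DMSO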
FN deposition inh = fibronectin deposition inhibition | hit rate 0.086% among 350,000 | AH1F fibroblasts, Alexa488-fibronectin deposition fluorescence, overnight | AID 743247 | inhibition, % at 12.6 µM;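 active = mean inhibition across replicates of 30% or more, regardless of how many single replicates reach that level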;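 also: positive control wells lacked labelled fibronectin entirely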
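Material: AH1F fibroblast monolayer depositing Alexa488-labelled fibronectin into matrix / Amount: 10000 AH1F cells per well / Signal: fluorescence 485/525 nm / Medium: DMEM, 2% serum / Compound: single dose, pinned / Incubation: 1 h cell adhesion before compound, then overnight fibronectin incubation / Reagent: Alexa488-FN, 24 nM final / Read-out: inhibition of fibronectin deposition signal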
S100A4 inh HTS = inhibitors of human S100A4 binding to myosin IIA peptide; P26447; S100A4/TAMRA-MyoIIA peptide fluorescence polarization; inhibition, % at 10.7 µM; hit rate 0.14% among 360,000; AID 652163;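 active = mean inhibition of at least 70% across replicates, with every replicate also reaching that level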
Target sequence (P26447 whole entry, looked up): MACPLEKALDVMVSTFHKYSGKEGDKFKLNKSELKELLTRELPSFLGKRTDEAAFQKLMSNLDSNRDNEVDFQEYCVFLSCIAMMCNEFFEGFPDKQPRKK
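assay system = human S100A4 monomer with TAMRA-labelled myosin IIA peptide | also added = labelled myosin peptide probe, 5 nM | incubation = 5 min between mix addition and reading | control set = DMSO and TFP controls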
PglD inh = PglD (C. jejuni) enzyme inhibition; inhibition, % at 12.5 µM; purified PglD enzyme, DTNB colorimetric CoA detection; hit rate 0.098% among 360,000; in the data active = inhibition above about 16%, passing the limit was not always enough; also: strong numbers were not always called active
ERAP1 HTS inh = blocks human ERAP1 aminopeptidase activity. inhibition, % at 10.7 µM. recombinant ERAP1, Leu-AMC fluorescence, 60 min. hit rate 0.15% among 340,000. Q9NZ08;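 active = mean replicate inhibition of at least 30%, or all replicates individually reaching that 30% level; inactive = mean below 30% and not every replicate reaching it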;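 also: 0% = neutral control wells and 100% = L-leucinethiol positive control wells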
Target sequence (Q9NZ08 whole entry, looked up): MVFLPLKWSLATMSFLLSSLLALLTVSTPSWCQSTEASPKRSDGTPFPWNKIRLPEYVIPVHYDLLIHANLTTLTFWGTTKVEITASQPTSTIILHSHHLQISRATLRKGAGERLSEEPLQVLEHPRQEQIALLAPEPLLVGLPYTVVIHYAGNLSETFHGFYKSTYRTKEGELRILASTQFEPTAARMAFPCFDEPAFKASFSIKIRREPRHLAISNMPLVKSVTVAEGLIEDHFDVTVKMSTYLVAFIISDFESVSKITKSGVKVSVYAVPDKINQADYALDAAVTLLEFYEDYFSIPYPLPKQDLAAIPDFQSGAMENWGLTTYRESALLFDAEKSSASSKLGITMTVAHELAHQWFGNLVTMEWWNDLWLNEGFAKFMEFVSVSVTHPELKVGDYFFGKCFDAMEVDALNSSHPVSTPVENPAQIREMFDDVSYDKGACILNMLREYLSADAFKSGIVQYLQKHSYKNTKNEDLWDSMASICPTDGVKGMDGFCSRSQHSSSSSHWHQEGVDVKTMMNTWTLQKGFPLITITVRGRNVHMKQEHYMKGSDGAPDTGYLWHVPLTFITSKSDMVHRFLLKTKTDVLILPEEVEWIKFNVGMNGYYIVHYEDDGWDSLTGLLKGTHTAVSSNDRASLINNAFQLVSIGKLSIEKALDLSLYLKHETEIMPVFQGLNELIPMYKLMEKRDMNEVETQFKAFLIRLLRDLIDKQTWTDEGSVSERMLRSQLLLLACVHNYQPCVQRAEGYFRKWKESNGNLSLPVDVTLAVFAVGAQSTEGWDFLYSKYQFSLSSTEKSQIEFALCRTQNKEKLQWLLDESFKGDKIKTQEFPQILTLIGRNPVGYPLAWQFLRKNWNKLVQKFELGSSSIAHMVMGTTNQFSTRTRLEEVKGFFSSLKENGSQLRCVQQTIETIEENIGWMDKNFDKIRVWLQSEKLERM
PGC1a acetyl inh = modulators of PGC1a acetylation. U2OS PGC1a acetylation, AlphaScreen anti-acetyl-lysine; with virally co-expressed GCN5 acetyltransferase. inhibition, % at 15.6 µM. hit rate 0.17% among 350,000. AID 651687;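 active = every replicate shows inhibition of at least 40%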;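 also: 0% = neutral control wells and 100% = positive control wells; some results beyond the cut were filed as inactive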
LGR2 antag = blocks bursicon-induced cAMP signaling via Drosophila LGR2; AID 720647; inhibition, % at 9.99 µM; hit rate 0.35% among 380,000; HEK293 LGR2, CRE-luciferase, bursicon-stimulated, 4 h;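 active = drop in luminescence signal, shown as inhibition above about 50% in the replicate tests, limit read from the data, passing the limit was not always enough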;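 also: agonist challenge used bursicon conditioned medium at about half maximal strength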
PAX8 reporter = inhibitors of PAX8 transcriptional activity in RMG-I cells; RMG-I TPO-luciferase reporter, SteadyGlo, 24 h; inhibition, % at 12.6 µM; hit rate 1.2% among 360,000;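 active = mean replicate inhibition at least 60% with every replicate also reaching 60%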;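 also: luciferase light reporting Pax8 driven TPO promoter activity; plate controls were median of neutral control wells for no effect and mitoxantrone controls for full effect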
* hit, by the source's call; / = not tested or not shown.

Fields: EWS-Fli block	PglD inh	LGR2 antag	S100A4 inh HTS	PGC1a acetyl inh	ERAP1 HTS inh	PAX8 reporter	FN deposition inh
CCC(=O)Nc1ccc2c(c1)OC[C@@H](C)N(CCC(F)(F)F)C[C@H](C)[C@H](OC)CN(C)C2=O
    2.4	1.3	1.4	4.0	/	-0.3	-8.0	-6.9
CN(C)S(=O)(=O)c1ccc(S(=O)(=O)N2CCCC(C(=O)NC3CCCC3)C2)cc1 (stereo unspecified)
    8.0	6.5	8.4	23.5	7.3	3.3	7.0	12.9
CC(OC(=O)Cn1nnc2ccccc21)C(=O)NC1CCCC1 (stereo unspecified)
    -2.8	-6.0	-1.6	5.2	8.3	-5.7	-7.8	1.9
CCN(CC)CCCN=Cc1c(O)n(-c2ccc(C)cc2)c(=O)c2ccccc12
    8.0	0.4	-12.1	0.9	13.9	-0.2	-0.2	1.0
CCOC(=O)c1cc(-c2ccccc2C)n(CC2CC(c3ccc(OC)cc3)=NO2)n1 (stereo unspecified)
    5.1	-5.9	-29.9	-2.4	-7.0	-1.8	1.5	-2.7
Cc1ccc(S(=O)(=O)N2CC[C@@H]3[C@H]2c2cc(Br)ccc2N[C@@H]3CO)cc1
    -6.0	-2.4	28.5	2.5	13.3	1.8	4.3	-8.7
O=C(O)CC(NC(=O)C1c2ccccc2Oc2ccccc21)c1ccc(Cl)cc1 (stereo unspecified)
    -0.1	/	0.4	-5.7	/	2.0	2.0	-6.7
CCCNC(=O)N1[C@H](C#N)[C@H](c2ccc(-c3ccccc3F)cc2)[C@H]1CO
    0.7	0.6	6.2	-0.5	-0.3	-3.4	-3.5	10.2
COc1ccc(CCNC(=O)C2CCC(CNS(=O)(=O)c3ccc(F)cc3)CC2)cc1OC (stereo unspecified)
    -2.8	/	1.6	-2.3	4.2	-3.5	-12.2	-0.5
Cc1cccc(N2CCN(C(=O)C(Cc3ccccc3)n3cccc3)CC2)c1C (stereo unspecified)
    2.0	4.3	2.6	40.1	/	0.8	31.8	-6.8
Cn1cnnc1SCC(=O)c1cc2ccccc2oc1=O
    9.1	/	-11.5	-5.6	/	16.3	/	/
CO[C@H]1CN(C)C(=O)c2ccc(NC(C)=O)cc2OC[C@H](C)N(CC2CCCCC2)C[C@H]1C
    -5.7	2.4	12.1	-3.9	-9.4	-3.3	-8.4	-14.5
O=C1CC(c2ccco2)Cc2c1cnn2-c1nc2ccccc2s1 (stereo unspecified)
    4.9	/	-6.5	59.7	/	0.1	19.4	-2.0
C[C@@H]1CCCCO[C@@H](CN(C)C(=O)CCC(F)(F)F)[C@H](C)CN([C@@H](C)CO)C(=O)c2cc(NC(=O)Cc3ccccc3)ccc2O1
    -7.9	-0.3	28.9	7.4	4.6	1.0	-5.4	/
COc1ccc(NC(=O)CSc2nnc(NC(=O)c3ccco3)s2)cc1OC
    4.0	-2.5	6.6	2.1	-4.0	-3.0	4.6	-2.3
CC1(C(=O)Nc2ccc(Cl)c(Cl)c2)CCN1C(=O)CCC1CCCC1 (stereo unspecified)
    3.0	1.9	12.6	2.5	2.8	-1.8	15.6	/
CN(CC(=O)NCc1ccc(F)cc1)Cc1cccc(Cl)c1
    -1.9	7.4	-8.2	-5.0	-5.3	-2.7	-3.4	-12.4
COc1ccc(C2CC(c3cccc([N+](=O)[O-])c3)=NN2/C(C)=C/C(C)=O)cc1 (stereo unspecified)
    -48.8	3.3	-72.5	5.0	-0.4	-7.1	-61.2	-2.8
CC(=O)N(C)C[C@H]1Oc2cc(C#Cc3ccccc3F)ccc2S(=O)(=O)N([C@@H](C)CO)C[C@@H]1C
    7.8	0.0	-21.1	2.1	-5.7	-3.7	/	-3.8
Cc1ccc(S(=O)(=O)N(C)C[C@H]2Oc3ccc(NC(=O)Cc4ccccc4)cc3CC(=O)N([C@H](C)CO)C[C@H]2C)cc1
    -10.1	1.2	2.8	-26.1	-15.0	2.2	-17.7	/
O=C(Nc1cccc(Cl)c1)c1cccc(Oc2ccc([N+](=O)[O-])cc2Cl)c1
    -4.7	-2.8	-9.7	-4.2	/	2.7	-1.9	-11.9
CCC1CCCCN1C(=O)COc1ccccc1NC(C)=O (stereo unspecified)
    -0.6	/	3.9	-9.5	5.3	3.9	4.2	-1.0
C[C@@H]1CCCCO[C@H](CN(C)C)[C@H](C)CN([C@@H](C)CO)C(=O)c2cc(NS(C)(=O)=O)ccc2O1
    -7.2	/	-5.5	/	2.2	/	-5.6	0.8
CCCNC(=O)C[C@H]1C[C@H]2c3cc(NS(C)(=O)=O)ccc3O[C@H]2[C@H](CO)O1
    -7.9	-3.1	4.7	5.2	4.2	1.1	/	-4.9
CC(=O)CC(C)(C)Nc1nc2ccc([N+](=O)[O-])cc2o1
    -2.0	/	-6.5	-2.5	/	1.0	32.2	3.7
Cc1ccc(-n2c(-c3cnccn3)n[nH]c2=S)cc1
    -10.5	/	11.4	-4.1	-7.4	7.0	-28.6	/
COCC(=O)N[C@H]1C=C[C@H](CC(=O)NCc2ccccc2OC)O[C@@H]1CO
    1.4	-0.3	-4.9	-6.7	13.9	-1.1	-12.9	2.7
COc1cccc(C(=O)NNC(=O)/C=C/c2ccccc2)c1
    1.1	6.8	-8.8	-5.4	/	3.4	5.5	-11.7
COc1ccc(-c2ccc(C(=O)Nc3cccc(NS(C)(=O)=O)c3)c3occc23)c(C)c1
    -16.5	2.2	2.7	2.3	-5.0	8.4	-18.6	-5.0
COc1ccccc1OCCNC(=O)Nc1cc(F)c(F)cc1Cl
    -2.9	-7.1	/	4.1	-10.9	/	11.1	1.5
COc1ccccc1/C=N/NC(=O)c1ccc(Cn2nc([N+](=O)[O-])cc2C)cc1
    -3.6	/	21.1	-6.0	/	-0.8	14.6	2.3
O=S(=O)(c1ccc(F)cc1)N1CCCCN2[C@@H](CO)[C@@H](c3ccc(-c4cncnc4)cc3)[C@@H]2C1
    -10.9	2.0	4.0	0.4	9.5	-1.2	8.2	6.9
Cc1noc(C)c1NC(=O)Nc1ccc2c(c1)C(=O)N([C@@H](C)CO)C[C@@H](C)[C@@H](CN(C)C(=O)NC1CCCCC1)OCCCC[C@H](C)O2
    1.4	-2.9	-16.4	1.9	-6.1	-2.0	-6.1	/
CC(=O)N(C)C[C@@H]1Oc2cc(-c3ccc(C#N)cc3)ccc2S(=O)(=O)N([C@H](C)CO)C[C@@H]1C
    12.0	-0.8	-21.9	39.4	11.6	6.9	/	-0.4
CC(=O)N(C)C[C@@H]1Oc2ncc(-c3ccc(C(=O)N(C)C)cc3)cc2C(=O)N([C@H](C)CO)C[C@@H]1C
    -8.2	0.6	6.7	17.2	8.1	2.3	-6.8	/
NC(=O)c1ccsc1NC(=O)CSc1nnc2ccccn12
    -4.5	-2.1	10.4	9.9	/	0.6	-5.5	4.7
Nc1ccc2ccc(O)cc2c1
    -10.7	2.4	-35.3	-1.4	-3.4	-3.3	-8.2	-4.9
Cn1c(NC(=O)C[n+]2cc(-c3ccccc3)n3c2CCC3)cc(=O)n(C)c1=O
    /	0.0	-8.9	/	1.2	/	12.9	5.7
COc1ccc(/C=N\NC(=O)C2COc3ccccc3O2)cc1O (stereo unspecified)
    13.2	/	-5.8	-5.5	-0.7	1.5	0.1	6.8
COc1ccc2nc(/N=C/c3cccc(OC)c3O)sc2c1
    -8.3	0.8	-4.2	-2.7	0.0	-1.0	-14.2	2.2
CCN1CCN(C(=O)c2ccc3c(=O)n(CCC4=CCCCC4)c(=O)[nH]c3c2)CC1
    /	-2.2	/	/	-60.9	/	-11.6	1.5
Cc1ccc(N2CCC(N3CCN(C4CCCCC4)C(CCO)C3)CC2)cc1 (stereo unspecified)
    /	-2.1	13.0	/	0.0	/	14.5	4.8
Fc1ccc(N2Cc3ccsc3C=N2)cc1
    -28.0	/	-16.7	-4.7	-1.6	-2.0	-19.8	1.0
Cc1nn(C)c(C(=O)N2CCc3ccccc32)c1Br
    /	4.9	-4.2	/	/	/	1.5	16.2
C[C@H](NC(=O)c1nc[nH]c1C(=O)N[C@@H](C)c1ccccc1)c1ccccc1
    4.2	-3.9	7.8	-4.0	10.3	2.9	-28.2	-1.9
CCCn1c2ccccc2c2nc3ccccc3nc21
    /	-0.5	/	/	1.1	/	-51.0	7.8
CCC1(c2ccc(F)cc2)NC(=O)N(CC(=O)Nc2ccc(N3CCCCC3)cc2)C1=O (stereo unspecified)
    -5.9	-9.7	0.5	-19.8	5.9	-2.0	11.1	/
O=C(CSc1nnnn1C1CCCCC1)NCc1cccc(C(=O)O)c1
    /	1.6	/	/	-0.8	/	0.7	-7.9
COCCn1c(N)c(NCc2ccccc2)c(=O)[nH]c1=O
    8.8	1.3	-3.2	1.2	0.8	1.8	7.3	-3.2
C=CCOC(=O)C1=C[C@H](c2coc3ccccc3c2=O)C[C@H](OCc2ccc(CO)cc2)O1
    -11.0	4.1	1.4	-5.8	-2.7	2.0	1.0	-2.6
CN(CCNC(=O)C1CCCN(c2ncnc3c2nc2n3CCCCC2)C1)Cc1ccccc1 (stereo unspecified)
    11.6	2.0	1.3	-1.5	/	2.3	18.4	-3.8
COc1ccccc1CCC(=O)OCc1csc(CC(=O)Nc2ccccc2C)n1
    1.0	1.4	20.5	-1.7	/	1.3	-5.0	-1.7
Cc1ccccc1-c1ccc2c(c1)O[C@H](CN(C)C(=O)Nc1ccccc1)[C@H](C)CN([C@H](C)CO)S2(=O)=O
    -5.8	5.5	32.7	-7.8	3.9	-2.3	20.4	/
O=C(C[C@H]1C=C[C@@H](NC(=O)Nc2ccc(C(F)(F)F)cc2)[C@H](CO)O1)NCc1cccc(F)c1
    -10.8	-4.7	0.6	-19.6	8.9	3.0	10.0	/
CCOc1ccc(N2C(=O)C(=O)/C(=C(/O)c3ccccc3)C2c2ccccc2[N+](=O)[O-])cc1 (stereo unspecified)
    2.0	/	-24.3	2.7	/	0.1	-11.0	1.5
COc1ccc(C2c3[nH]c4ccccc4c3CCN2CCCn2cccn2)cc1C (stereo unspecified)
    6.6	/	-7.5	-6.3	-5.1	-0.5	-2.5	-17.1
COc1ccc2c(c1OC)C(=O)N(c1ccc(F)cc1)C2
    -70.5	5.6	-17.6	5.2	3.9	-5.8	-87.7	-2.2
CC1CCCC(C)N1CCCNC(=O)Cn1cc2c(n1)CCCC2 (stereo unspecified)
    1.3	-5.1	8.0	-8.9	/	1.4	19.5	-1.4
Cc1ccc(N=C2SCCCN2C(=O)C2=COCCO2)cc1Cl
    -2.5	-2.5	1.8	0.1	-24.8	9.0	-5.8	-5.5
CCCNC(=O)N(C)C[C@@H]1Oc2cc(C#CCC(C)C)ccc2S(=O)(=O)N([C@H](C)CO)C[C@@H]1C
    3.5	-0.1	-15.7	4.0	-4.6	0.4	/	/
